Assay outcomes deposited in PubChem BioAssay by several laboratories.
MC4R antag cAMP: blocks human MC4R cAMP signaling; P32245; MC4R-expressing cells, MTII-stimulated cAMP, LANCE TR-FRET; inhibition, % at 6.5 µM; 360,000 tested, 0.48% active; AID 540295;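 active = inhibition above its plate's cutoff, the mean of tested wells on that plate plus 3 SD, cut at about 29% in these data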;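 note: 0% = Melanotan II alone and 100% = Melanotan II plus saturating MCL0020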
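Assay system: human MC4R-expressing U2OS cells; reagent: Melanotan II stimulation of cells; dosing: 6.5 µM single dose; timing: compound 30 min, challenge 1 h, detection 1 h; signal: TR-FRET cAMP assay; replicates: one well per compound, no replicates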
EBV LMP1 NFkB: reduces LMP1-driven NF-kappaB luciferase signal; LMP1-induced NF-kappaB luciferase reporter cells, luminescence; inhibition, % at 12.5 µM; 350,000 tested, 0.69% active; AID 504558; in the data active = inhibition above about 41%;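 note: 0% = neutral control wells and 100% = reference inhibitor control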
SRC3 inh: inhibits human SRC3 coactivator. HEK293 GAL4-SRC3 luciferase reporter, luminescence. inhibition, % at 3.6 µM. 360,000 tested, 0.17% active. AID 588352;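 active = inhibition above a per-campaign cutoff, the mean of all compounds plus 3 SD, cut at about 60% in these data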;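 note: 0% = DMSO-treated cells and 100% = gossypol-treated cells at 36 µM; higher means less SRC3-driven luciferase light from the GAL4 reporter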
NCOA1 inh: inhibits human SRC1 coactivator; Q15788; inhibition, % at 3.6 µM; 360,000 tested, 0.12% active; HEK293 GAL4-SRC1 luciferase reporter, luminescence;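 active = inhibition above the campaign mean plus 3 SD, with each screening campaign given its own cutoff, cut at about 60% in these data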;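 note: 0% = DMSO treated cells and 100% = gossypol at 36 µM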
NOD2-RIPK2 inh: inhibitors of human NOD2-RIPK2 interaction | O43353 | CHO BLA complementation NOD2-RIPK2, CCF4 ratio | inhibition, % at 4.98 µM | 360,000 tested, 0.38% active | AID 624267; in the data active = inhibition above about 21%;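 note: 0% = vehicle only and 100% = reference blocker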
Target sequence (O43353 whole entry, looked up): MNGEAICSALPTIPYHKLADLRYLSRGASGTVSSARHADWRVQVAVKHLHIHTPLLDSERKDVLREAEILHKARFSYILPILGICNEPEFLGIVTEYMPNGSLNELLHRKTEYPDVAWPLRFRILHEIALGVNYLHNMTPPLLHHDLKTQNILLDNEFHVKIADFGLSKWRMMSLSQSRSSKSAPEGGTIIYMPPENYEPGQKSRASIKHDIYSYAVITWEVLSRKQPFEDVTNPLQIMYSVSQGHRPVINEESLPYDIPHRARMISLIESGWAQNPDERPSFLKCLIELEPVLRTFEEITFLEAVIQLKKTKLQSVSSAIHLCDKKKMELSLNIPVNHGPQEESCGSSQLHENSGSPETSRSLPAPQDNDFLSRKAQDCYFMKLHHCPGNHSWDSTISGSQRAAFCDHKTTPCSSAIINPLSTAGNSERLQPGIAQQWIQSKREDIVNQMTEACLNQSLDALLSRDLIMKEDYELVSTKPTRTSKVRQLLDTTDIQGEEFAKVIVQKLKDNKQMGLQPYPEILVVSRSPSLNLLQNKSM
TLR9-MyD88 inh: blocks human TLR9 binding to MyD88; Q9NR96+Q99836; CHO BLA complementation TLR9-MyD88, CCF4 FRET ratio; inhibition, % at 4.98 µM; 340,000 tested, 0.21% active; AID 504734;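 active = inhibition above the mean over all tested compounds plus 3 SD, cut at about 21% in these data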;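 note: 0% = DMSO only wells and 100% = clavulanate BLA inhibitor control wells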
COUP-TFII inh: inhibitors of human COUP-TFII (NR2F2). P24468. HEK293T NGFI-A luciferase reporter, luminescence. inhibition, % at 8.6 µM. 370,000 tested, 0.7% active;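 active = inhibition above a per-plate cutoff, mean inhibition of test wells between control levels plus 3 SD, cut at about 38% in these data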;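 note: cells cotransfected with COUP-TFII expression vector driving the NGFI-A reporter; 0% = median of COUP-TF2 test wells and 100% = reporter-only cells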
MC4R barr agon: human MC4R agonism via beta-arrestin; 360,000 tested, 0.98% active; U2OS MC4R beta-arrestin complementation, luminescence; percent of melanotan II response, DMSO zero; activation, % at 8.9 µM; P32245;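 active = activation above a per-plate cutoff, the mean activation of sample wells on that plate plus 3 SD, cut at about 8% in these data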
LRH-1 inv ag: suppresses constitutive activity of human LRH-1; 360,000 tested, 0.13% active; inhibition, % at 3.6 µM; HEK293T StAR-luciferase reporter, LRH-1 transfected, 24 h; O00482;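 active = inhibition above the mean inhibition of all tested compounds plus 3 SD, cut at about 73% in these data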;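 note: 0% = DMSO wells and 100% = reporter-only cells lacking LRH-1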
Target sequence (O00482 whole entry, looked up): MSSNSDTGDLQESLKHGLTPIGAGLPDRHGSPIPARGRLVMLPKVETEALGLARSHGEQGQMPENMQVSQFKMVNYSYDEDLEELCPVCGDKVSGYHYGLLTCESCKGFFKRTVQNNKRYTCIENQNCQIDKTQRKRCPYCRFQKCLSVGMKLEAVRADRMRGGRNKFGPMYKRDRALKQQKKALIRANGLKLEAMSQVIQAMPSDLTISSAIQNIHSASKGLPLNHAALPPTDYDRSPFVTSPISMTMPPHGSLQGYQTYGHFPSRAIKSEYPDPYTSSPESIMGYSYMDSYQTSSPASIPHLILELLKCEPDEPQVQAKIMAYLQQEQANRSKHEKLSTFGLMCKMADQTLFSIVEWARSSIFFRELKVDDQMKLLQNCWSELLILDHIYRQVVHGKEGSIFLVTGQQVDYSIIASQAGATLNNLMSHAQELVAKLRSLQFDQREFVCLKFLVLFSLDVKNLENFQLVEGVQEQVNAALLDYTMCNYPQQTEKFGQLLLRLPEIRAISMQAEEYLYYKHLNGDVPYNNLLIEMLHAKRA
ABHD5-PLIN5 inh: blocks binding of human ABHD5 to perilipin-5; Split G. princeps luciferase complementation, luminescence, 4 h; inhibition, % at 4 µM; AID 602281; 360,000 tested, 0.78% active; Q00G26+Q8WTS1;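 active = inhibition above the mean inhibition across every tested compound plus 3 SD, cut at about 22% in these data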;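 note: 0% = DMSO only wells and the 100% control is not disclosed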
NCOA2 inhibitor: human SRC2 (NCOA2) inhibition | 370,000 tested, 0.17% active | HEK293 GAL4-SRC2 luciferase reporter, luminescence | AID 651957 | inhibition, % at 9 µM | Q15596;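 active = inhibition above the mean inhibition of all tested compounds plus 3 SD, set per campaign, cut at about 52% in these data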;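 note: 0% = DMSO treated cells and 100% = cells given Gossypol at 36 µM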
Starred values were filed as active, the others as inactive; . = no result given. A portion of the library, so the mix of outcomes need not match the whole.

The opening 3 entries (preview)
cpd | MC4R antag cAMP | EBV LMP1 NFkB | SRC3 inh | NCOA1 inh | NOD2-RIPK2 inh | TLR9-MyD88 inh | COUP-TFII inh | MC4R barr agon | LRH-1 inv ag | ABHD5-PLIN5 inh | NCOA2 inhibitor | Compound
1 | 0 | 0 | 17 | -2 | 7 | -4 | 1 | -4.3 | 7 | 7 | -4 | Cc1nc2cc(NCc3cc([N+](=O)[O-])ccc3O)ccc2n1Cc1ccccc1
2 | -5 | -3 | 2 | 0 | -7 | 5 | 2 | -1.9 | -2 | 4 | 13 | CCn1c(CNC(=O)c2cccc(C)c2)nnc1SCC(=O)N1CCOCC1
3 | 4 | 1 | -20 | -13 | 10 | -1 | 13 | 0.2 | -10 | -11 | -18 | C[C@@H]1C(c2ccccc2)=NN(c2ccc(Br)cc2)[C@H]1C(=O)N1CCOC1=O

All compounds of this part, from the first entry:
cpd | MC4R antag cAMP | EBV LMP1 NFkB | SRC3 inh | NCOA1 inh | NOD2-RIPK2 inh | TLR9-MyD88 inh | COUP-TFII inh | MC4R barr agon | LRH-1 inv ag | ABHD5-PLIN5 inh | NCOA2 inhibitor | Compound
1 | 0 | 0 | 17 | -2 | 7 | -4 | 1 | -4.3 | 7 | 7 | -4 | Cc1nc2cc(NCc3cc([N+](=O)[O-])ccc3O)ccc2n1Cc1ccccc1
2 | -5 | -3 | 2 | 0 | -7 | 5 | 2 | -1.9 | -2 | 4 | 13 | CCn1c(CNC(=O)c2cccc(C)c2)nnc1SCC(=O)N1CCOCC1
3 | 4 | 1 | -20 | -13 | 10 | -1 | 13 | 0.2 | -10 | -11 | -18 | C[C@@H]1C(c2ccccc2)=NN(c2ccc(Br)cc2)[C@H]1C(=O)N1CCOC1=O
4 | -1 | 7 | 18 | 17 | -14 | -1 | 14 | -2.2 | 14 | -6 | -9 | CC[n+]1c(/C=C/N(C)c2ccccc2)oc2ccc(F)cc21
5 | 20 | 9 | -10 | 0 | 5 | 2 | 6 | 2.2 | -30 | 7 | 0 | Cc1ccc(C)c(N2CCN(C(=O)c3cc4c(C)nc5ccccc5c4o3)CC2)c1
6 | 2 | -2 | 6 | 2 | -4 | -16 | 5 | -0.3 | 1 | 8 | 0 | CCOc1ccccc1N1CCN(C(=O)NC(C)c2ccc(F)c(F)c2)CC1 (stereo not given)
7 | 6 | 0 | -4 | -13 | 4 | 6 | -16 | -1.2 | 2 | 2 | -10 | COc1ccccc1N1CCN(C(c2cccs2)c2nnnn2C2CCCC2)CC1 (stereo not given)
8 | 22 | -11 | 6 | 3 | 0 | -1 | 19 | 2.2 | -14 | -8 | -14 | Cc1ccc(S(=O)(=O)N(CC(=O)Nc2ccccc2C(=O)O)c2ccc(Cl)cc2)cc1
9 | -1 | -16 | -50 | -42 | -11 | -3 | 1 | -0.6 | -35 | -4 | -12 | O=C(Nc1ccc2oc(-c3ccncc3)nc2c1)c1ccccc1F
10 | 5 | . | 20 | 4 | -8 | . | -17 | -0.9 | 13 | -3 | -13 | CCCc1cnc(N2CCN(S(=O)(=O)c3cccs3)CC2)nc1
11 | 8 | 12 | -15 | -4 | -8 | -3 | -2 | -2.3 | 4 | -1 | -5 | O=c1oc(-c2ccccc2Cl)nc2ccsc12
12 | 3 | 23 | 37 | 26 | -11 | 5 | 1 | -1.5 | 34 | -4 | 13 | CC(=O)NC(c1cc(Cl)c2cccnc2c1O)C(C)C (stereo not given)
13 | 7 | -2 | 7 | -18 | -6 | -3 | 0 | -0.6 | 13 | -1 | 15 | COc1cc(C(=O)N(Cc2ccc(N(C)C)cc2)C2CCS(=O)(=O)C2)cc(OC)c1OC (stereo not given)
14 | 10 | 0 | -3 | 6 | -1 | 0 | -4 | -1.8 | 4 | -8 | 14 | O=C(NCc1ccccc1)C(c1ccco1)N(C(=O)c1csnn1)c1ccccc1 (stereo not given)
15 | 8 | 3 | 24 | 17 | -9 | -16 | -24 | 0.4 | 41 | -3 | 14 | CCc1c(Nc2ccccc2Cl)nc(N)[nH]c1=O
16 | -1 | -3 | -8 | -16 | 2 | -2 | 8 | -0.8 | -1 | -1 | -22 | COCCN(C(=S)Nc1ccccc1C)C(C)c1cccnc1 (stereo not given)
17 | 8 | 4 | 2 | 15 | -9 | -2 | 24 | 0.1 | 27 | -1 | 28 | OCC(Cc1ccc2c(c1)OCO2)C(CO)Cc1ccc2c(c1)OCO2 (stereo not given)
18 | 7 | 13 | 19 | 1 | -12 | 0 | 12 | -2.7 | 7 | -18 | 10 | COc1ccc(C(=O)Nc2nc3c(s2)Cc2cc(OC)ccc2-3)cc1
19 | 10 | 1 | 2 | -12 | 1 | 10 | -9 | 1.3 | 14 | 4 | -1 | Cc1cc(C(=O)NNC(=O)CCCCC(=O)NNC(=O)c2cc(C)[nH]n2)n[nH]1
20 | 6 | -3 | 24 | -7 | -2 | 8 | 7 | 0.1 | 2 | -4 | -9 | COc1cccc(C=Nc2ccccc2C#N)c1O
21 | -4 | . | 13 | 1 | -8 | . | 15 | 2.3 | 27 | 12 | 19 | COc1ccc(S(=O)(=O)N2CCCC(c3cc(C(=O)NCc4cccnc4)no3)C2)cc1 (stereo not given)
22 | 0 | -21 | -56 | -90 | 7 | 5 | -33 | -0.6 | -13 | -2 | -87 | N/C(=N/OC(=O)c1ccccc1Cl)c1ncc([N+](=O)[O-])s1
23 | 3 | -7 | 14 | -7 | -5 | 1 | -4 | -2.3 | 5 | 6 | 21 | CC(C)(CNC(=O)c1ccccc1NS(C)(=O)=O)N1CCCCC1
24 | 3 | 3 | -9 | -8 | -3 | 6 | 7 | -3.4 | -3 | -4 | 0 | COc1ccccc1N1CCN(c2ccc3c(c2)S(=O)(=O)c2cccc(C(=O)NCc4cccc(F)c4)c2C3=O)CC1
25 | . | . | . | . | -5 | . | -19 | . | 12 | -12 | -10 | O=C(N[C@@H]1CC[C@@H](CCNC(=O)C2CCOCC2)O[C@@H]1CO)c1ccncc1
26 | . | . | . | . | -11 | . | 7 | . | 6 | -1 | -6 | Cc1cccc(C)c1-n1nnnc1C(c1ccnc2ccccc12)N(CCN(C)C)Cc1ccccc1 (stereo not given)
27 | 18 | 8 | -19 | 1 | -1 | -2 | 9 | 2.3 | -2 | -3 | -10 | Cc1ccccc1-c1cnc2c(c1)C(=O)N([C@@H](C)CO)C[C@@H](C)[C@H](CN(C)Cc1ccccc1F)O2
28 | -1 | 15 | 75* | 69* | 3 | -11 | 77* | -0.5 | 72 | 6 | 54* | Cc1ccc(C#N)c(SCc2nnc(-c3ccc(Cl)cc3)o2)n1
29 | 3 | -1 | 0 | -6 | 21* | 1 | -16 | -3.0 | -3 | 0 | -4 | C[C@H](NC(=O)N1CCn2c1nc1ccccc12)C(=O)N1CCCCC1
30 | 2 | 4 | -3 | -8 | 3 | -7 | 11 | -3.9 | -6 | 2 | -34 | O=C(CN1C(=O)NC2(CCCC2)C1=O)N1CCN(S(=O)(=O)c2ccc(Cl)c(C(F)(F)F)c2)CC1
31 | 19 | -4 | 1 | -4 | -6 | -7 | 10 | -0.2 | -6 | 2 | 2 | CSc1ccccc1NC(=O)CSc1n[nH]c(C)c1[N+](=O)[O-]
32 | 1 | 6 | 9 | -6 | -4 | 1 | 11 | 0.6 | 6 | -5 | 3 | COc1cc(C(=S)N2CCOCC2)cc(OC)c1OS(=O)(=O)c1ccc(Cl)cc1
33 | 10 | -1 | 1 | 5 | -5 | -2 | 5 | -1.0 | 10 | 6 | 1 | Cc1ccccc1C1c2[nH]c3ccccc3c2C[C@H]2C(=O)N(c3ccccc3C(=O)NCCCN3CCOCC3)C(=O)N12 (stereo not given in full)
34 | 5 | 6 | -3 | -1 | -4 | -3 | -5 | -2.9 | 4 | -2 | -22 | CN1OC[C@@H]2CN(Cc3ccccc3)[C@H](c3cccc(N4CCOCC4)c3)C[C@@H]21
35 | 10 | 4 | 8 | -10 | 5 | -10 | 2 | -1.9 | 20 | -4 | -30 | Cc1cccc(-c2nnc(SCC(=O)N3c4ccccc4CCc4ccccc43)n2C)c1
36 | 4 | 8 | -12 | 11 | -10 | -3 | 9 | -1.1 | 14 | 6 | 10 | COc1ccc(-c2nc(CS(=O)CC(=O)N3CCOCC3)c(C)o2)cc1OC (stereo not given)
37 | 12 | 3 | 0 | 1 | -7 | 8 | 7 | 3.9 | -6 | -5 | 0 | Nc1nonc1-n1nnc(C(=O)N/N=C/c2ccc(OCc3ccccc3F)cc2)c1CN1CCCCC1
38 | -4 | -3 | -4 | 7 | -9 | 1 | 5 | -2.8 | 0 | 1 | -12 | Cc1cc(C)cc(NC(=O)c2cc(=O)c3ccccc3o2)c1
39 | 8 | -1 | 9 | -3 | 2 | 2 | -6 | -1.6 | -1 | -4 | -22 | Cc1ccc(S(=O)(=O)N2CCN(C(=O)COC(=O)Cc3cccc(C(F)(F)F)c3)CC2)c(C)c1
40 | 10 | -3 | -2 | -12 | -16 | -5 | 5 | -0.5 | -27 | 9 | 12 | Nc1cc(=O)[nH]c(SCC(=O)N2CCC(Cc3ccccc3)CC2)n1
41 | -4 | 8 | -31 | -11 | -2 | 3 | 0 | 0.5 | 9 | -5 | 7 | COc1ccc(C(=O)N=C2CCC(C#N)=C3c4cc(OC)c(OC)cc4CCN23)cc1
42 | 6 | -26 | -89 | -61 | 1 | 4 | -33 | -0.9 | -71 | -2 | -88 | O=C(c1ccc(F)cc1)c1cc2ccccc2o1
43 | 2 | 4 | 6 | 2 | -6 | -13 | 6 | 4.3 | 8 | 3 | 2 | CN(C)CCCN(C(=O)c1sc2ccccc2c1Cl)c1nc2c(F)cccc2s1
44 | -1 | -7 | 0 | 3 | -12 | -2 | -5 | -1.6 | -38 | -4 | -12 | CCOc1ccccc1Nc1ncnc2c1cnn2-c1ccccc1

Quoted at random: 4 compounds from above
cpd | MC4R antag cAMP | EBV LMP1 NFkB | SRC3 inh | NCOA1 inh | NOD2-RIPK2 inh | TLR9-MyD88 inh | COUP-TFII inh | MC4R barr agon | LRH-1 inv ag | ABHD5-PLIN5 inh | NCOA2 inhibitor | Compound
37 | 12 | 3 | 0 | 1 | -7 | 8 | 7 | 3.9 | -6 | -5 | 0 | Nc1nonc1-n1nnc(C(=O)N/N=C/c2ccc(OCc3ccccc3F)cc2)c1CN1CCCCC1
39 | 8 | -1 | 9 | -3 | 2 | 2 | -6 | -1.6 | -1 | -4 | -22 | Cc1ccc(S(=O)(=O)N2CCN(C(=O)COC(=O)Cc3cccc(C(F)(F)F)c3)CC2)c(C)c1
38 | -4 | -3 | -4 | 7 | -9 | 1 | 5 | -2.8 | 0 | 1 | -12 | Cc1cc(C)cc(NC(=O)c2cc(=O)c3ccccc3o2)c1
32 | 1 | 6 | 9 | -6 | -4 | 1 | 11 | 0.6 | 6 | -5 | 3 | COc1cc(C(=S)N2CCOCC2)cc(OC)c1OS(=O)(=O)c1ccc(Cl)cc1
